GPR35 antagonists: GPR35 antagonists blocking zaprinast-driven arrestin recruitment, primary screen, imaging, U2OS, beta-arrestin-GFP, zaprinast agonist (AID 2058). G-protein coupled receptor 35 (Homo sapiens). U2OS GPR35 beta-arrestin-GFP translocation imaging, zaprinast antagonism; higher % means a stronger effect. inhibition, % at 10 µM, or IC50 in µM where a hit was titrated. 0.052% of 290,000 active;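 active = inhibition of at least 50% with at least 30 cells and total cytoplasm GFP at most 10,000,000; inconclusive = under 30 cells or total GFP of 10,000,000 plus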
NTR1 agonist: agonists of NTR1, primary screen, imaging, U2OS cells, beta-arrestin-GFP, high content (AID 493036); activation, % at 20 µM; Neurotensin receptor type 1 (Homo sapiens), P30989; NTR1-U2OS beta-arrestin-GFP spot imaging, agonist mode; 0.17% of 330,000 active;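 active = activation at or above 40% of the spot to cytoplasm intensity ratio, with at least 20 cells analyzed; inconclusive = wells under 20 cells, flagged as cytotoxic or low count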;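 also: 0% = DMSO without peptide and 100% = 100 nM NTR1 peptide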
Target sequence (P30989 whole entry, looked up): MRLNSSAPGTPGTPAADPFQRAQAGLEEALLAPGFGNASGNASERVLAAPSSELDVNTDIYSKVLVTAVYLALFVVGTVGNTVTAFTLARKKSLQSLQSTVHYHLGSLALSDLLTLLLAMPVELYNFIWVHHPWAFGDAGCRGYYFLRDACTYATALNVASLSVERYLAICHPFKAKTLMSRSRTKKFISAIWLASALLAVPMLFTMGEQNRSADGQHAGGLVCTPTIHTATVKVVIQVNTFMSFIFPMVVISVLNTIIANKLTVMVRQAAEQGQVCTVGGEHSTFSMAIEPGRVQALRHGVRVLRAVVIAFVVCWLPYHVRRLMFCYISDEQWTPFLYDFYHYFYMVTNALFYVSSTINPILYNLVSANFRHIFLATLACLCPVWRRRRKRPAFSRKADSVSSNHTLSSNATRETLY
Large T inhibition: SV40 large T antigen inhibitors, biochemical (AID 1903); SV40 large T antigen ATPase/helicase inhibition assay; higher % means a stronger effect; inhibition, % at 20 µM; hits with a dose series show IC50 in µM; 0.39% of 310,000 active; in the data active = a potency from the dose series; inconclusive = inhibition mostly from about 32% at the one dose, without a potency; inactive = the rest, 99 in 100 with inhibition below about 32%; also: strong numbers were not always called active
Yfh1-off respiration: enhancers of respiration in Yfh1-depleted yeast, dose response, Friedreich's ataxia, plus single-dose screen (AID 1465). S. cerevisiae Yfh1-off respiration, WST-1 reduction, 72 h; higher fold induction means a stronger effect. fold induction at 50 µM, or EC50 in µM where a hit was titrated. 0.074% of 220,000 active;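 active = fold induction of absorbance versus untreated yeast above a set limit, then at least 30% activation at any dose in follow-up; inconclusive = repeats straddling the limit, or above it without dose testing; inactive = fold induction below the set limit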;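 also: activators that raise dye reduction in frataxin-depleted yeast; strong numbers were not always called active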
GPR55 beta-arrestin: GPR55 agonists via beta-arrestin recruitment, primary screen, imaging, U2OS cells, beta-arrestin-GFP redistribution (AID 1961). U2OS GPR55 beta-arrestin-GFP redistribution imaging; higher % means a stronger effect. activation, % at 10 µM; hits with a dose series show EC50 in µM. 0.048% of 290,000 active;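 active = activation above 40% with more than 50 cells counted in the well; inconclusive = wells holding fewer than 50 cells, flagged as toxic or sparse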;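 also: U2OS osteosarcoma cells stably expressing GPR55 and beta-arrestin-GFP; plate controls were DMSO negative control for no effect and LPI positive control for full effect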
Dengue-2 NS5 capping: Dengue-2 NS5 methyltransferase inhibitors, primary screen, biochemical, confirmation dose response (AID 588689) | Genome polyprotein (Dengue virus type 2 (strain 16681-PDK53)) | Dengue-2 NS5 methyltransferase capping enzyme assay, biochemical; higher % means a stronger effect | one-dose inhibition, % at 25 µM; IC50 in µM for titrated hits | 0.3% of 340,000 active; in the data active = a potency from the dose series; inconclusive = inhibition above about 29% without an active follow-up result
GPR55 antagonists: GPR55 antagonists blocking LPI-driven arrestin recruitment, primary screen, imaging, U2OS, beta-arrestin-GFP, LPI agonist (AID 2013); 0.13% of 290,000 active; inhibition, % at 10 µM; hits with a dose series show IC50 in µM; G-protein coupled receptor 55 (Homo sapiens); U2OS GPR55 beta-arrestin-GFP translocation imaging, LPI antagonism; higher % means a stronger effect;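 active = spots per cell inhibited over 60%, with over 100 cells counted and total cytoplasm intensity under 500,000; inconclusive = wells with under 100 cells, flagged as likely toxic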;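 also: U2OS cells stably carrying GPR55 and arrestin-GFP stimulated by 5 µM LPI near EC80; imaged beta-arrestin-GFP aggregate spots per cell after agonist stimulation; plate controls were LPI-stimulated DMSO wells for no effect and DMSO wells without LPI for full effect; some results filed as inactive read as strong as hits; confirmed hits need IC50 under 10 µM and bright autofluorescent wells are also inconclusive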
AID2073: inhibitors of Mint1-CaV2.2 protein interaction, biochemical, HTRF (AID 2073); HTRF protein-protein interaction, Mint1-CaV2.2; higher % means a stronger effect; inhibition, % at 20 µM, or IC50 in µM where a hit was titrated; 0.19% of 290,000 active; in the data active = inhibition mostly above about 51%, no sharp cut-off; inconclusive = no clear call, values can overlap the other calls; inactive = mostly below about 53%; also: some results filed as inactive read as strong as hits
Rac1 GTP hydrolysis: MgcRacGAP GTPase-activating activity inhibitors, confirmation, biochemical, ADP Hunter fluorescence | Rac GTPase-activating protein 1 (Homo sapiens) | MgcRacGAP-stimulated Rac1 GTP hydrolysis, ADP Hunter fluorescence; higher % means a stronger effect; GST-tagged Rac1 F28L mutant substrate | one-dose inhibition, % at 30 µM; IC50 in µM for titrated hits | 0.6% of 340,000 active | AID 624330, 2012;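 active = first-screen hits whose inhibition reached a set limit at any dose in the follow-up dose series; inconclusive = inhibition above the set first-screen limit but never retested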;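 also: fluorescence reports GDP produced by GAP-driven GTP hydrolysis; strong numbers were not always called active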
NTR1 agonist cell count 20 µM: also measured in NTR1 agonist; calls as there; cell count; measured here: cell count, cytotoxicity flag
Dengue-2 NS5 capping pilot replicate: second read-out of Dengue-2 NS5 capping, no call of its own (marks repeat the call); inhibition, %; measured here: pilot screen replicate inhibition
An asterisk follows results filed as active; i = inactive; ? = inconclusive; . = no result given; & = joins results of further samples.

SMILES	GPR35 antagonists	NTR1 agonist	NTR1 agonist cell count 20 µM	Large T inhibition	Yfh1-off respiration	GPR55 beta-arrestin	Dengue-2 NS5 capping	GPR55 antagonists	AID2073	Rac1 GTP hydrolysis	others
COC(=O)CCC(=O)OC1(C)C(=O)C2=CN(CCc3c[nH]c4ccccc34)C(c3ccc(OC)cc3)=CC2=C(Br)C1=O (stereo unspecified)	.	-1.1	85	25.1%	i	.	-2.5%	.	.	8.4%
COCCC(=O)N1CCCC(C(=O)c2ccc3c4c(cccc24)CC3)C1 (stereo unspecified)	-15.7%	-0.4	88	.	i	0.3%	.	8.8%	6.9%	-1.1%
O=C1CNC(=O)/C1=C/c1ccccc1	-0.5%	1.9	92	29.4%	i	-0.2%	6.2%	-6.5%	7.3%	-1.2%
NC(=O)NC(=O)COC(=O)c1ccccc1Oc1ccccc1	-8.9%	2.7	55	-0.9%	i	0.6%	-3.4%	-2.3%	0.4%	1.3%
Cn1cccc1Cc1nnc(SCC(=O)NC2CCCC2)n1-c1ccc(F)cc1	11.0%	1.9	62	1.1%	i	0.3%	-6.5%	-1.9%	3.8%	5.8%
COc1cc(C2NC(=O)C(C#N)=C(Nc3cccc(C)c3)S2)ccc1O (stereo unspecified)	-2.1%&-2.5%	2.0	68	52.1%&23.7%	i	0.2%&0.3%	-13.1%	0.2%&5.5%	16.2%&-40.4%	65.7%
O=[N+]([O-])c1ccccc1S(=O)(=O)Nc1ccc(-c2ccc(N3CCCC3)nn2)cc1	.	0.6	44	8.7%	.	.	11.5%	.	.	-0.7%
CC(C)Cc1cc(C(=O)Nc2c(F)cc(F)cc2Br)no1	-4.8%	-0.9	67	20.5%	i	-0.2%	-1.4%	3.0%	-3.9%	0.8%
Cc1ccc2ccccc2c1COC(=O)c1nonc1N	-8.4%	1.0	83	22.0%	i	-0.2%	-3.2%	6.9%	12.5%	9.0%
CCN(CC)S(=O)(=O)c1ccc2[nH]c(=O)cc(C(=O)Nc3ccc(C)cc3)c2c1	0.3%	-0.8	65	4.5%	i	-0.5%	-5.3%	-4.3%	14.0%	5.6%
CCC(C)c1ccc(OCCN2CCCC2)cc1 (stereo unspecified)	16.4%	-1.7	56	0.9%	i	-0.2%	-2.4%	12.3%	-5.0%	17.1%
O=[N+]([O-])c1ccc(CNc2cccc(F)c2)s1	-8.1%	3.2	59	4.0%	.	-0.1%	0.0%	2.8%	-0.6%	9.5%
CCc1ccc(C(=O)COC(=O)CNC(=O)CNS(=O)(=O)c2ccccc2)cc1	9.2%	0.0	57	12.7%	.	0.0%	4.5%	8.1%	6.6%	8.3%
COc1ccc(NS(=O)(=O)c2cccc(NC(=O)CCS(=O)(=O)c3ccccc3)c2)cc1	7.9%	-0.3	58	15.9%	i	-0.3%	-3.9%	3.7%	2.0%	4.9%
C[N+](C)(C)CCCCCC[N+](C)(C)C	.	2.7	55	5.8%	i	.	-3.7%	.	.	6.0%
CCCN1CCC(NC(=O)Nc2ccccc2C(=O)OC)CC1	9.8%	-0.2	60	2.0%	i	-0.1%	-8.0%	-8.1%	7.6%	2.9%
COc1cc(OC)cc(-n2nnnc2SCC(=O)NC2CCCC2)c1	-7.1%	0.5	45	-2.3%	i	0.1%	0.5%	3.2%	-5.1%	9.6%
Cc1nccn1CCOc1ccc(Cl)cc1	3.8%	1.1	58	9.2%	.	-0.1%	-5.8%	-14.8%	-4.9%	19.6%
Cc1ccc(C(=O)N[C@H](C(=O)OCc2cc(=O)n3c(n2)sc2ccccc23)C(C)C)cc1	-5.8%	4.9	62	5.5%	i	0.4%	-5.8%	-16.7%	9.3%	2.0%
COc1ccc(Nc2nc(C(=O)NCCCN3CCOCC3)cs2)cc1	11.8%	-1.4	88	17.9%	i	0.0%	-8.9%	3.5%	-13.6%	6.9%
O=C(NC1CCCCC1)C(c1ccncc1)N(CC1CCCO1)C(=O)C(F)(F)F (stereo unspecified)	-0.6%	2.0	83	-5.3%	i	-0.3%	-1.6%	-0.9%	3.6%	-2.8%
COc1ccc(CNC2=CC(=O)CC(C)(C)C2)cc1	-12.8%	2.1	80	-6.7%	i	-0.2%	0.7%	5.3%	44.7%	8.7%	Dengue-2 NS5 capping pilot replicate=3.3
O=c1[nH][nH]c(=O)c2cc(N3CCCC3)ccc12	7.2%	-0.4	44	23.4%	i	-0.3%	0.7%	10.4%	19.6%	10.8%
O=C(NCCN1CCCC1=O)Nc1ccccc1	2.5%	-0.5	91	9.0%	i	0.0%	-5.6%	10.8%	-2.4%	8.2%
CCOC(=O)c1c(CN2CCN(CCO)CC2)n(C)c2cc(Br)c(OC)cc12	-1.5%	-0.4	72	.	i	-0.1%	-12.0%	14.7%	-2.5%	19.0%
(next part)
SMILES	GPR35 antagonists	NTR1 agonist	NTR1 agonist cell count 20 µM	Large T inhibition	Yfh1-off respiration	GPR55 beta-arrestin	Dengue-2 NS5 capping	GPR55 antagonists	AID2073	Rac1 GTP hydrolysis	others
COc1ccc(CNC(=O)C/C(C)=N/NC(=O)c2cc(OC)cc(OC)c2)cc1	-11.8%	-1.2	58	8.2%	.	-0.1%	.	1.4%	1.6%	.
Nc1nc(SCC(=O)Nc2ccccc2Oc2ccccc2)n[nH]1	2.1%	1.5	43	-7.5%	i	0.0%	-5.9%	11.2%	0.2%	7.1%
Cc1cc(O)c(-c2cc(C(=O)Nc3ccc(S(=O)(=O)N4CCOCC4)cc3)[nH]n2)cc1C	-14.0%	13.8	84	7.6%	i	-0.2%	1.6%	11.6%	24.4%	9.3%
Cc1cc(=O)oc2cc(OCC(=O)Nc3ccc(CN4CCOCC4)cc3)c(Cl)cc12	3.4%	0.7	59	10.2%	.	-0.2%	0.5%	0.3%	16.7%	9.8%
CCc1ccc(CNC(=O)C2CCC(=O)N(CCc3ccc(Cl)cc3)C2)nc1 (stereo unspecified)	-9.9%	1.3	66	3.2%	.	-0.1%	-6.8%	-6.7%	1.3%	12.3%
Cc1ccc(OC(=O)C2CCN(C(=O)c3ccccc3C)CC2)c(Br)c1	.	1.4	51	11.6%	.	.	-4.4%	.	.	2.6%
Cc1cccc(C)c1OCC(O)CN1CCN(c2ccccc2)CC1 (stereo unspecified)	-10.1%	0.2	43	5.7%	i	0.2%	-9.0%	5.0%	-11.1%	4.4%
CCCC(=O)N1CCN(c2ccc(NC(=O)c3ccco3)cc2)CC1	5.5%	-1.1	79	14.1%	i	0.2%	8.1%	4.3%	9.5%	8.4%
CC1CCC(C(=O)NC(C(=O)NCCc2ccc(S(N)(=O)=O)cc2)C(C)C)CC1 (stereo unspecified)	-7.0%	0.2	109	8.7%	.	-0.1%	-1.6%	15.7%	6.6%	8.1%
Cc1c(C(=O)NCCSCc2c(F)cccc2Cl)cnn1-c1ccc(Cl)cc1	3.2%	3.0	57	3.3%	i	-0.2%	.	2.8%	-6.0%	.
COc1ccc(C)cc1CN1C(=O)c2ccccc2C1=O	-4.4%	0.8	60	2.7%	.	0.0%	-12.4%	-1.6%	7.9%	.
COc1ccc(CCC(=O)NCC2CCCCC2)cc1OC	5.0%	-1.7	47	9.9%	.	-0.2%	-10.3%	2.5%	-6.8%	-2.1%
Cc1oc2c(F)c(F)c(F)c(F)c2c1S(=O)(=O)Nc1cccc(C(F)(F)F)c1	-15.6%	.	.	21.0%	.	-0.1%	18.4%	8.6%	6.1%	-0.2%
C=CCNC(=O)c1onc(CCl)c1C(=O)OC	-8.0%	-2.4	97	11.0%	i	0.1%	-7.4%	12.7%	-0.4%	-2.1%
O=C(Nc1cccnc1)OC1CCCCC1	-5.8%	1.6	120	-6.3%	i	0.1%	-4.6%	-8.7%	3.8%	5.3%
O=C(Nc1nc(-c2cccc([N+](=O)[O-])c2)cs1)C(c1ccccc1)c1ccccc1	0.8%	0.2	43	2.0%	i	-0.3%	-1.6%	10.2%	4.2%	9.6%
O=C(Cn1nnc(-c2ccccc2F)n1)Nc1ccc2c(c1)OCO2	3.7%	-0.5	55	12.3%	i	-0.2%	-5.8%	-2.6%	?	3.3%
COc1cc(/C=N\NC(=O)CNC(=O)C(c2ccccc2)c2ccccc2)ccc1O	-2.4%	4.7	61	33.5%	i	0.0%	0.6%	-1.8%	-6.7%	54.6µM*
NC(=O)[C@@H]1CCCN1Cc1nc(Cc2ccccc2Cl)no1	-4.3%	-1.1	55	6.2%	i	-0.2%	10.6%	3.0%	9.9%	3.6%
NC(N)=N/N=C/c1c(Cl)cccc1Cl	1.3%&-26.7%	-1.8&-1.7	62&56	9.2%&21.2%	i	-0.1%&-0.2%	-0.7%&-8.1%	2.1%&-18.8%	6.2%&4.2%	8.7%&7.0%
COc1ccc(-c2cn[nH]c2-c2ccc(OCC(=O)NN)cc2O)cc1	10.3%	3.5	73	-1.2%	.	0.0%	-8.8%	-13.4%	-3.1%	1.6%
O=C(CN1CCN(Cc2ccc(F)cc2)C1=O)NCc1cccs1	23.0%	-2.3	96	6.7%	i	0.3%	-6.3%	-16.3%	8.1%	2.8%
COc1cccc(CNCCO)c1OCc1ccccc1Cl	-6.7%	0.4	48	-0.4%	i	-0.1%	-2.9%	4.2%	-7.3%	10.0%

4 structures out of the list, arranged by number of heavy atoms, highest first:
SMILES	GPR35 antagonists	NTR1 agonist	NTR1 agonist cell count 20 µM	Large T inhibition	Yfh1-off respiration	GPR55 beta-arrestin	Dengue-2 NS5 capping	GPR55 antagonists	AID2073	Rac1 GTP hydrolysis	others
COc1ccc(-c2cn[nH]c2-c2ccc(OCC(=O)NN)cc2O)cc1	10.3%	3.5	73	-1.2%	.	0.0%	-8.8%	-13.4%	-3.1%	1.6%
Cc1cccc(C)c1OCC(O)CN1CCN(c2ccccc2)CC1 (stereo unspecified)	-10.1%	0.2	43	5.7%	i	0.2%	-9.0%	5.0%	-11.1%	4.4%
COc1cccc(CNCCO)c1OCc1ccccc1Cl	-6.7%	0.4	48	-0.4%	i	-0.1%	-2.9%	4.2%	-7.3%	10.0%
C=CCNC(=O)c1onc(CCl)c1C(=O)OC	-8.0%	-2.4	97	11.0%	i	0.1%	-7.4%	12.7%	-0.4%	-2.1%
